RGS4 inh: Inhibitors of Regulator of G Protein Signaling (RGS) 4: qHTS; Regulator of G-protein signaling 4 (Homo sapiens), P49798; Transcreener GDP fluorescence polarization, RGS4-accelerated GTP hydrolysis; Potency, µM (doses to about 114 µM), for inactives: at the top dose activity change, negative = inhibition, most hits filed as inhibitors; 0.039% of 390,000 active; AID 504845, 2011; note: potency is the fitted concentration of half-maximal effect; % is set by controls: 0 for no effect and ±100 for the full control effect; nearly all actives have a fitted effect of over 75% in size; some results filed as inactive show a strong effect at the top dose
Target sequence (P49798 whole entry, looked up): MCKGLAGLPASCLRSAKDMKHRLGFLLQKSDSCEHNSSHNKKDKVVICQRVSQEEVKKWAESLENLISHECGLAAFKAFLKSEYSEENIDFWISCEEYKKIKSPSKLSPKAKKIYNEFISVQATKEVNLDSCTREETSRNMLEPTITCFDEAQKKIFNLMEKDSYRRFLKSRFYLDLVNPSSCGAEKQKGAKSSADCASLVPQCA
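MLSMR compounds (23 nl, pin-transferred) preincubated 10 min at room temperature with a 500nM (2x) first reagent, then RGS4 at 900nM (2x) plus Transcreener GDP mix added; fluorescence polarization (620/688 nm) read before and after 90 min at 30 °C.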
LDHA block: qHTS assay for inhibitors of human lactate dehydrogenase; L-lactate dehydrogenase A chain (Homo sapiens), P00338; purified LDHA, NADH/diaphorase-resazurin fluorescence; active compounds read low; activity change, % (values are at about 110 or 230 µM); 0.15% of 480,000 active; AID 1347041, 2019; in the data active = activity change below about -30%; inconclusive = mostly about -25% to -30%;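 note: plate controls were DMSO wells for no effect and wells without enzyme for full effect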
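Human LDH5 (2 nM) was incubated with 0.06 mM NADH and 0.2 mM pyruvate for 5 min at room temperature in Tris pH 7.4. Remaining NADH was coupled through diaphorase/resazurin, and resorufin fluorescence was read at 0 and 20 min.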
Vif-A3G inh: qHTS for Inhibitors of Vif-A3G Interactions: qHTS; Potency, µM (series often up to 46.1 µM), for inactives: top-dose activity, negative = active, most hits filed as inhibitors; DNA dC->dU-editing enzyme APOBEC-3G (Homo sapiens), Q9HC16; 0.076% of 410,000 active; HeLa A3G-eYFP + Vif (tagged APOBEC3G with the HIV-1 protein that degrades it), YFP fluorescence, overnight;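 note: potency is the fitted concentration of half-maximal effect; % is set by controls: 0 for no effect and ±100 for the full control effect; nearly all actives have a fitted effect of over 60% in size; hits raise eYFP signal because A3G escapes Vif-driven loss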
Target sequence (Q9HC16 whole entry, looked up): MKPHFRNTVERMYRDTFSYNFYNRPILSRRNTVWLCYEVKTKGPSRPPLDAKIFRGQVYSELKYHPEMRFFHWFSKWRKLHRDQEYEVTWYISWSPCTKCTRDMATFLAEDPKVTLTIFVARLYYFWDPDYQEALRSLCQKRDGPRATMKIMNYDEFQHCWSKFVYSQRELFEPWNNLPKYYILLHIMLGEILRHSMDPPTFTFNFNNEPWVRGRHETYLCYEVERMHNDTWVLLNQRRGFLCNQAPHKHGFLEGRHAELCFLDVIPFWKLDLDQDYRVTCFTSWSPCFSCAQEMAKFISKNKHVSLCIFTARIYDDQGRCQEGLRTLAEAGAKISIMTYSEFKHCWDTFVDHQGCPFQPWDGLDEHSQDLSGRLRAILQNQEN
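HeLa cells stably expressing Vif and C-terminally eYFP-tagged A3G, seeded overnight at 37 deg C, then exposed to compound by pintool overnight at 37 deg C. Rise in yellow fluorescence (Ex 488/Em 500-530, Acumen) marks blocked Vif-driven A3G degradation.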
TrxR1 inh: qHTS Assay for Inhibitors of Mammalian Selenoprotein Thioredoxin Reductase 1 (TrxR1): qHTS; Potency, µM (top dose mostly 114 µM), for the others: at the highest dose activity change, negative = inhibition, actives largely listed as inhibitors; recombinant rTrxR1, NADPH fluorescence consumption, selenite substrate; 1% of 390,000 active; Thioredoxin reductase 1, cytoplasmic (Rattus norvegicus), O89049; note: potency is the fitted concentration of half-maximal effect; % is set by controls: 0 for no effect and ±100 for the full control effect; nearly all actives have a fitted effect of over 65% in size
Target sequence (O89049 whole entry, looked up): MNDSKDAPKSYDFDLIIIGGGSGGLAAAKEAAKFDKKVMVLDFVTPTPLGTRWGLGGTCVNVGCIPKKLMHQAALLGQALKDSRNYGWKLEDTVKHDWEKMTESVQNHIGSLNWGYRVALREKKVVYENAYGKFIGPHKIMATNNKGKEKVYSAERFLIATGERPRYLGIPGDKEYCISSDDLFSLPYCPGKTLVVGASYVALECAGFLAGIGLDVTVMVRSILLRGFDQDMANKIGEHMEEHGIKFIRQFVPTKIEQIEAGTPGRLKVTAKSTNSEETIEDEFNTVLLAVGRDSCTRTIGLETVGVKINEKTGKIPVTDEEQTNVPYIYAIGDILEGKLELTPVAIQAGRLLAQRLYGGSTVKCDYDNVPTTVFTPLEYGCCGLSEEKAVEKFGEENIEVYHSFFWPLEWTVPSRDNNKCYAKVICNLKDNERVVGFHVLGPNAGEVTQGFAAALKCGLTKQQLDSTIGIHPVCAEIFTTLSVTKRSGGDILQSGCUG
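Rat TrxR1 (90 nM in the dispensed reagent) was pre-reduced with 400 uM NADPH for 5 min at room temperature, then incubated with compound for 15 min. After 400 uM selenite was added, NADPH fluorescence (Ex 340/Em 450 nm) was followed for 8 min.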
IDH1 R132H inh: qHTS for Inhibitors of mutant isocitrate dehydrogenase 1 (IDH1): qHTS. IDH1-R132H enzyme, NADPH consumption, diaphorase/resazurin fluorescence. Potency, µM (titrated, usually from 76.6 µM), without a hit: top-dose activity change, negative = inhibition, actives largely listed as inhibitors. 0.093% of 390,000 active; note: potency is the fitted concentration of half-maximal effect; % is set by controls: 0 for no effect and ±100 for the full control effect; nearly all actives have a fitted effect of over 65% in size
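IDH1-R132H (0.5 ug/mL dispensed) in pH 7.5 Tris buffer was preincubated 30 min with compound, then given a substrate mix of 0.016 mM NADPH and 2 mM alpha-KG for 80 min at room temperature; remaining NADPH was read by diaphorase/resazurin fluorescence.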
GRP78 ERSR act: qHTS for Inducers of the Endoplasmic Reticulum Stress Response (ERSR) in Human Glioma: qHTS; Potency, µM, for inactives: at the top dose activation, most hits filed as activators; 0.02% of 420,000 active; U87-MG GRP78 promoter luciferase reporter, 16 h; note: potency is the fitted concentration of half-maximal effect; series mostly up to about 76 µM; % of control where 0% means no effect; nearly all actives have a fitted effect of over 35% in size
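ERSR induction read as luciferase luminescence (Bright-Glo, 10 min at room temperature) in stably transfected human U87-MG glioma cells exposed to compounds for 16 h, using GRP78 as sensor.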
Vif-A3F inh: qHTS for Inhibitors of Vif-A3F Interactions: qHTS; HeLa A3F-eYFP + Vif (tagged APOBEC3F with the HIV-1 protein that degrades it), YFP fluorescence increase; Potency, µM (highest dose often 46.1 µM), for the others: top-dose activity, negative = active; 0.2% of 390,000 active; note: potency is the fitted concentration of half-maximal effect; % of control where 0% means no effect; nearly all actives have a fitted effect of over 65% in size
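Fluorescence increase (Ex 488/Em 500-530) after overnight compound treatment at 37 deg C flags inhibition of Vif-driven A3F-eYFP loss in stable HeLa A3F-eYFP/Vif cells seeded overnight beforehand.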
USP1 inh: Inhibitors of USP1/UAF1: Primary Screen. Ubiquitin carboxyl-terminal hydrolase 1 (Homo sapiens), O94782. recombinant USP1/UAF1, Ub-Rhodamine cleavage fluorescence. Potency, µM (top dose mostly 57.1 µM), for the others: top-dose activity change, negative = inhibition, actives largely listed as inhibitors. 0.23% of 390,000 active. AID 743255, 2014; note: potency is the fitted concentration of half-maximal effect; % is set by controls: 0 for no effect and ±100 for the full control effect; nearly all actives have a fitted effect of over 60% in size; inactives centre near -12
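USP1/UAF1 complex at 1 nM was preincubated with compound for 15 min at room temperature, then Ub-Rho substrate (150nM final) was added. Fluorescence (480/540 nm) was read kinetically, 6 reads every 60 seconds.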
TrxR1 substrate: qHTS Assay for Substrates of Mammalian Selenoprotein Thioredoxin Reductase 1 (TrxR1): qHTS. purified TrxR1 substrate turnover, NADPH consumption readout. AID 588456, 2011. Potency, µM (top dose mostly 114 µM), inactives show at the highest dose activity change, negative = substrate turnover. 0.01% of 390,000 active; note: potency is the fitted concentration of half-maximal effect; % is set by controls: 0 for no effect and ±100 for the full control effect; nearly all actives have a fitted effect of over 50% in size
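Rat TrxR1, dispensed at 90 nM, was prereduced with 400 uM NADPH (final) for 5 min at ~22 deg C, then incubated with compound 15 min before 400 uM selenite. A first-read NADPH fluorescence drop versus no-compound background flagged substrates.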
Active calls of the source: *; u = inconclusive; x = no result given; & = joins results of further samples; [ ] = remark or other dose. Unless noted, calls come from the whole dose curve; as a rule, active = well fitted curve in the direction sought with a large enough effect; inconclusive = small, poorly fitted or top-dose-only effect, or another doubt; inactive = no such curve, though single readings can be large; an effect the other way counts as inactive or inconclusive. Some of the compounds tested. The share of hits here may be higher or lower than overall.

1: O=C1CCCc2c1cc(C(=O)NCCCN1CCOCC1)c(=O)n2-c1ccc(Cl)cc1
2: O=C(O)CCNC(=O)C12CC3CC(CC(C3)C1)C2
3: Clc1cccc(C2=NOC(c3nnc(-c4ccccc4)o3)C2)c1 (stereo not drawn)
4: CN(CCO)CC(O)CN(c1ccccc1)c1ccccc1 (stereo not drawn)
5: CCc1nn(CC(=O)NCc2ccc(OC)cc2OC)c(=O)c2cc3c(OC)cccc3n12
6: Cc1ccccc1OCCC(=O)Nc1ccc(S(=O)(=O)N(C)C2CCN(C)CC2)cc1
7: COc1ccc(CN(Cc2ccc(C(=O)O)cc2)C(=S)Nc2cccc(C)c2)cc1OC
8: Cc1ccc(N2CN(CCc3ccccc3)CNC2=S)cc1
9: Cc1ccc(CNC(=O)CSc2nnc3c(n2)[nH]c2ccccc23)cc1
10: Cn1c(SCC(=O)N(Cc2ccccc2)C(C)(C)C)nc2ccccc21
entry no.	1	2	3	4	5	6	7	8	9	10
RGS4 inh	10%	1%	19%	1%	11%	21%	13%	11%	-4%	3%
LDHA block	6	-6	-8	2	-5	-6	-5	-2	-7	14
Vif-A3G inh	0%	1%	0%	2%	1%	0%	-4%	1%	-7%	-1%
TrxR1 inh	1%[57.1 µM]	12%[57.1 µM]	22%[57.1 µM]	18%	8%	-5%	-14%	3%	23%	19%
IDH1 R132H inh	-2%	2%	-9%	2%	1%	5%	-3%	1%	1%	12%
GRP78 ERSR act	-3%	-5%	-2%	-4%	-1%	-4%	1%	1%	-4%	-2%
Vif-A3F inh	2%	4%	4%	5%	1%	11%	-11%	8%	-2%	-17%
USP1 inh	-12%	1%	-17%	-12%	-18%	-9%	-5%	-18%	-20%	-8%
TrxR1 substrate	9%[57.1 µM]	8%[57.1 µM]	10%[57.1 µM]	12%	4%	0%	-8%	-6%	6%	0%

Copied from the list:
For Vif-A3F inh, Clc1cccc(C2=NOC(c3nnc(-c4ccccc4)o3)C2)c1 (stereo not drawn) is listed with 4%
For USP1 inh, Cc1ccc(CNC(=O)CSc2nnc3c(n2)[nH]c2ccccc23)cc1 is listed with -20%

4 entries out of the list above, ordered by the value under LDHA block, ascending.
item	Structure	RGS4 inh	LDHA block	TrxR1 inh	IDH1 R132H inh	GRP78 ERSR act	USP1 inh	TrxR1 substrate
3	Clc1cccc(C2=NOC(c3nnc(-c4ccccc4)o3)C2)c1 (stereo not drawn)	19%	-8	22%[57.1 µM]	-9%	-2%	-17%	10%[57.1 µM]
9	Cc1ccc(CNC(=O)CSc2nnc3c(n2)[nH]c2ccccc23)cc1	-4%	-7	23%	1%	-4%	-20%	6%
2	O=C(O)CCNC(=O)C12CC3CC(CC(C3)C1)C2	1%	-6	12%[57.1 µM]	2%	-5%	1%	8%[57.1 µM]
10	Cn1c(SCC(=O)N(Cc2ccccc2)C(C)(C)C)nc2ccccc21	3%	14	19%	12%	-2%	-8%	0%

The main list resumes, repeating the two entries before the break.
9: Cc1ccc(CNC(=O)CSc2nnc3c(n2)[nH]c2ccccc23)cc1
10: Cn1c(SCC(=O)N(Cc2ccccc2)C(C)(C)C)nc2ccccc21
11: CO/N=C(/CNC(=O)c1ccc(F)cc1)c1ccc(Cl)cc1
12: Cc1ccccc1NC(c1cccc(Cl)c1)c1nnnn1C1CCCCC1 (stereo not drawn)
13: Cc1cccc(N2CCN(Cc3nc(C4CC4)no3)CC2)n1
14: C[C@H](CO)N1C[C@H](C)[C@@H](CN(C)S(=O)(=O)c2cccs2)Oc2c(NC(=O)c3ccncc3)cccc2C1=O
15: CN(Cc1ccccc1)C(=O)COC(=O)c1ccccc1NS(=O)(=O)c1cccc(N)c1
16: COc1ccc(CCN2C(=O)c3oc4cc(C)cc(C)c4c(=O)c3C2c2ccc(F)cc2)cc1OC (stereo not drawn)
17: Cc1ccc(S(=O)(=O)N2CCN(CC(=O)Nc3ccc(N4CCOCC4)cc3)CC2)cc1C
18: Cc1ccc(Nc2nnc(-c3ccc(C)c(S(=O)(=O)N4CCOCC4)c3)c3ccccc23)cc1
19: CCOC(=O)c1c(NC(=O)c2ccc(C)c(C)c2)sc2c1CCCCC2
20: CN(C)CCCN(C(=O)c1cccs1)c1nc(-c2ccccc2)cs1
entry no.	9	10	11	12	13	14	15	16	17	18	19	20
RGS4 inh	-4%	3%	-14%	-27%	-5%[56.9 µM]	4%	17%	-13%	-10%	7%	11%	-18%
LDHA block	-7	14	-2	-3	1	1	-6	-9	6	-4	-4	6
Vif-A3G inh	-7%	-1%	-7%	1%	0%	6%	-3%	x	-2%	2%	6%	-5%
TrxR1 inh	23%	19%	-10%	-9%	23%[57.1 µM]	-15%	10%	19%	4%	16%	6%	-7%
IDH1 R132H inh	1%	12%	3%	1%	-2%	-9%	0%	x	-7%	-18%	0%	1%
GRP78 ERSR act	-4%	-2%	-2%	-2%	-3%	-5%	-4%	x	-5%	9%	0%	-1%
Vif-A3F inh	-2%	-17%	-1%	-3%	5%	-3%	5%	x	3%	-8%	-1%	-1%
USP1 inh	-20%	-8%	-13%	-18%	-5%	-33%	-17%	3%	-5%	-15%	1%	-4%
TrxR1 substrate	6%	0%	-4%	-10%	4%[57.1 µM]	2%	2%	5%	3%	1%	13%	-6%

21: COc1ccc(N(CC(=O)NCCC2=CCCCC2)S(=O)(=O)c2ccccc2F)cc1
22: COc1cc(OC)c(S(=O)(=O)Nc2ccc(C(=O)N3CCCC3)cc2)cc1NC(C)=O
23: CCOc1ccccc1/C=C/c1onc(C)c1S(=O)(=O)N1CCC(C(=O)NC)CC1
24: COC(=O)CCCC1=CC2=CC(=O)C(C)(OC(=O)c3cccs3)C(=O)C2=CN1C1CCCC1 (stereo not drawn)
25: Cc1ccc(CSc2nc3cccnc3n2Cc2ccc(C(=O)NCc3ccco3)cc2)cc1
26: Cc1ccc(Cl)cc1-n1c(CCC(=O)O)ccc1-c1cccs1
27: CCCCC[C@H]1CN(CCCC)C(=O)[C@@H]1CC(=O)NCc1ccc(OC)cc1
28: CCc1nc2sc3ccccc3c(=O)c2c(=O)n1Cc1ccc(OC)cc1
29: O=C(O)c1cc(N2N=C(C(F)(F)F)/C(=C/C=C/c3ccco3)C2=O)ccc1Cl
30: CC1Cn2c(C(=O)NCc3cccc(Br)c3)cc3cccc(c32)S1 (stereo not drawn)
entry no.	21	22	23	24	25	26	27	28	29	30
RGS4 inh	-7%	-13%	20%	-1%	-27%	-1%	21%	-28%	u	12%
LDHA block	-7	3	-10	2	-3	0	3	2	4	-4
Vif-A3G inh	-3%	0%	2%	-5%	1%	-20%	-3%&-2%	-4%	-1%	4%
TrxR1 inh	20%	29%	6%[57.1 µM]	-9%	14%	-16%	6%&-5%	16%[57.1 µM]	u	12%
IDH1 R132H inh	-6%	1%	-6%	-3%	-16%	-6%	8%	6%	-9%	7%
GRP78 ERSR act	-2%	-1%	-2%	-4%	0%	11%	-3%&-3%	14%	-4%	2%
Vif-A3F inh	0%	-8%	0%	8%	-2%	-10%	-1%	1%	-5%	0%
USP1 inh	-17%	-18%	-18%	u	6%	-30%	-15%	-9%	28µM*	-5%
TrxR1 substrate	3%	14%	10%[57.1 µM]	-12%	12%	2%	-5%&-2%	-1%[57.1 µM]	-4%	13%

31: CCC(C)NC(=O)CCCc1ccccc1 (stereo not drawn)
32: O=c1c2sccc2nc(SCc2cc(=O)n3cc(Cl)ccc3n2)n1Cc1ccccn1
33: O=[N+]([O-])c1ccc(N=Cc2ccc(Br)c([N+](=O)[O-])c2)cc1
34: O=C(OCC#CCSc1nnc(-c2ccccc2)o1)c1cccs1
35: CCC(CO)N=CC1=C(O)C(C(=O)c2ccccc2)CCC1=O (stereo not drawn)
36: CC(=O)Nc1nonc1NC(=O)CSc1ccccn1
entry no.	31	32	33	34	35	36
RGS4 inh	-20%	18%	-14%	35%	-5%	-6%
LDHA block	-1	-10	-4	-5	0	-9
Vif-A3G inh	1%	3%	u	4%	-7%	-6%
TrxR1 inh	20%[57.1 µM]	32%[57.1 µM]	u	-15%	2%	15%
IDH1 R132H inh	7%	8%	-5%	4%	1%	2%
GRP78 ERSR act	3%	5%	1%	0%	0%	-1%
Vif-A3F inh	-8%	-5%	-11%	0%	-3%	0%
USP1 inh	-7%	u	-7%	-16%	-17%	-19%
TrxR1 substrate	-9%	8%[57.1 µM]	-20%	2%	2%	7%

Screening results from PubChem.
